# Measles CPE: protection of cells from measles virus; Measles virus-infected cells, CPE protection, absorbance; protection (pct of control), % at 4 µM; 140,000 compounds, 1.5% hits; AID 841; in the data active = protection mostly above about 24%, no sharp cut-off; inactive = mostly below about 26%; note: some compounds called inactive have numbers as strong as hits
# E-sel TNF inh: blocks E-selectin expression induced by TNF alpha; inhibition, % at 2 µM; AID 1246; HUVEC TNFa-induced E-selectin immunofluorescence, high content; 120,000 compounds, 0.71% hits;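 active = inhibition above the batch mean plus 3 SD, and confirmed as a hit on visual image review, cut at about 43% in these data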;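 note: 0% = TNF-stimulated DMSO wells and 100% = unstimulated control wells; not every result past the cut was called active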
# Phagocytosis inh: inhibitors of macrophage phagocytosis; J774A.1 macrophage IgG-bead phagocytosis, imaging; inhibition, % at 5 µM; 110,000 compounds, 0.07% hits; AID 1029;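 active = inhibition above the mean of the plate negative controls plus 5 SD, cut at about 13% in these data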;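 note: phagocytic index as fraction of beads internalized from green versus red external bead signal; plate controls were DMSO negative control for no effect and cytochalasin-D positive control for full effect; some results beyond the cut were filed as inactive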
# BB579 growth dn: chemicals that inhibit yeast BB579 growth in restrictive medium (lifespan-shortening candidates) | S. cerevisiae BB579 growth, OD615, 48 h | inhibition, % at 10 µM | 140,000 compounds, 0.51% hits | AID 804;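 active = inhibition above a set limit, 3 SD over the mean compound inhibition, cut at about 44% in these data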; note: inactives centre near -24
#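 controls = amphotericin B 10 µg/mL, positive | assay system = DeaD yeast strain BB579 | schedule = 48 h compound exposure at 30 °C after 4 h preincubation | detection = OD615 turbidity measurement | medium = restrictive CSMM-D medium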
# HCT116 PTEN-null: growth suppressors of cells with PTEN tumor suppressor deletion; 140,000 compounds, 1.2% hits; viability, % at 10 µM; AID 827; HCT116 PTEN-null viability, CellTiter-Glo, 60 h; active compounds read low;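 active = viability at or below a set limit, 4 SD under the median of all tested compounds, cut at about 3.7% in these data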;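 note: PTEN knockout HCT116 line with beta catenin targeted HCT116 as companion control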
# MRP-1 activ: activators of MRP-1; H69AR cells + doxorubicin, viability rescue, CellTiter-Glo; viability increase, % at 10 µM; 140,000 compounds, 0.61% hits;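 active = viability gain under doxorubicin at or above a set limit, the compound median plus 3 SD, cut at about 4.7% in these data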;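 note: MRP-1 overexpressing cells given doxorubicin 25 µM after compound pretreatment; 18-22 h compound pretreatment then 72 h with doxorubicin before readout; 0% = doxorubicin-only wells and 100% = vehicle-treated cells without doxorubicin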
# GALR2 blocker: antagonists of human galanin receptor 2 (GALR2); inhibition, % at 4 µM; GALR2-expressing cells, antagonist mode; O43603; 140,000 compounds, 0.39% hits; in the data active = inhibition above about 27%;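 note: cells stimulated with galanin 1-16 at roughly its EC80; 0% = agonist challenge control and 100% = basal control without agonist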
# Target sequence (O43603 whole entry, looked up): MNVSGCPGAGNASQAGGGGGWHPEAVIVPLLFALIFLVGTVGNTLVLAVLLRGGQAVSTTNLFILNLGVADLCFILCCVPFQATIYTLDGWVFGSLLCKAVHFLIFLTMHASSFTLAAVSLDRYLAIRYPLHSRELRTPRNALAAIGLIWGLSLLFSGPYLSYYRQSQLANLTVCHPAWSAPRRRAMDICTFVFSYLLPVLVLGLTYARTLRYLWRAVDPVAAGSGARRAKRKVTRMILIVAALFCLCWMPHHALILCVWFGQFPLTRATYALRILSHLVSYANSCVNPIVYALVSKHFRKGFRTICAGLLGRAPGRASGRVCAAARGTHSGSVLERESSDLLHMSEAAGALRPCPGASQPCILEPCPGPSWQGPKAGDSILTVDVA
# Yeast lifespan up: yeast lifespan extension. S. cerevisiae growth with nicotinamide, OD615; deaD strain in restrictive glucose medium. inhibition of the nicotinamide effect, % at 10 µM. 130,000 compounds, 0.68% hits. AID 775;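 active = inhibition above a set limit, placed 3 SD over the median of all compounds, cut at about 26% in these data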;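 note: 0% = nicotinamide-treated wells and 100% = cells grown without nicotinamide; some compounds called inactive have numbers as strong as hits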
#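 Buffer or medium: CSMM-D glucose medium, restrictive; test system: modified budding yeast, DeaD strain; compound: single dose 10 µM compound, 0.25% DMSO; schedule: culture preincubation 4 h, compound exposure 48 h, both 30 °C; detection: optical density (absorbance) at 615 nm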
# HCT116 bCat-KO: beta-catenin-lacking colon tumor cell growth suppression; viability, % at 10 µM; AID 818; 140,000 compounds, 1.5% hits; HCT116 beta-catenin knockout viability, CellTiter-Glo, 60 h; active compounds read low;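 active = viability at or under a set limit, the compound median less 4 SD, cut at about 6% in these data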;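 note: 0% = Hyamine 1622 control at 20 µM and 100% = untreated cell control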
# NPY Y2 blocker: blocks the human neuropeptide Y Y2 receptor. inhibition, % at 2.7 µM. NPY-Y2 expressing cells, antagonist mode. 140,000 compounds, 0.99% hits. AID 793; in the data active = inhibition above about 17%;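 note: 0% = vehicle with agonist challenge and 100% = reference antagonist with challenge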
# Target sequence (P49146 whole entry, looked up): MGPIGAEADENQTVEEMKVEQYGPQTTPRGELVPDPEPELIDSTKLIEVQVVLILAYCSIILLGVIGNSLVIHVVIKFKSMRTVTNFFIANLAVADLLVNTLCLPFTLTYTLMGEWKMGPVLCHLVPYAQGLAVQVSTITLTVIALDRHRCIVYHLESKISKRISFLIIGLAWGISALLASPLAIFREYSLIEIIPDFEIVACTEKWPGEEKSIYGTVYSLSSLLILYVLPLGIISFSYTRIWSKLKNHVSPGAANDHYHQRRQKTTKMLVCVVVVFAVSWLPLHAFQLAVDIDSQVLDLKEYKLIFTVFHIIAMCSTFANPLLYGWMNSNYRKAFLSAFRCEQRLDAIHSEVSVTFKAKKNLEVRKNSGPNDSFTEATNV
# * hit, by the source's call; · = no result given; & = joins results of further samples. No enrichment for hits. About 6.4% of those tested had a hit in this group.
SMILES,Measles CPE,E-sel TNF inh,Phagocytosis inh,BB579 growth dn,HCT116 PTEN-null,MRP-1 activ,GALR2 blocker,Yeast lifespan up,HCT116 bCat-KO,NPY Y2 blocker
Cc1cccc(N2CCN(c3cc(C)nc4nnnn34)CC2C)c1 (stereo unspecified),5,3,0,-48,83,0.3,7,-12,92,-1
COc1ccc(OCc2nc3c4cc(OC)c(OC)cc4nc(=S)n3[nH]2)cc1,5,·,-2,-16,80,-0.7,4,2,87,1
Cc1cc(O)cc(O)c1C=NCc1ccco1,4,·,-9,-11,91,-0.9,-2,7,94,1
Cc1ccc(OCC(=O)c2cc(C)c(C)cc2C)c([N+](=O)[O-])n1,5,7,-1,11,95,-2.6,-9,-10,95,5
O=C(NCCCn1ccnc1)c1cccc(S(=O)(=O)Nc2ccccc2F)c1,2,-23,·,-11,105,-2.3,8,-12,82,0
Cc1nc2c(C)cccn2c1C(=O)c1ccccc1,6,·,0,-32,93,-1.9,2,-12,93,1
Cc1ccccc1NC(=O)CCn1c(=O)oc2ccccc21,17,-13,0,-37,110,-0.2,2,0,97,1
N#CCC(=O)Nc1ccccc1C(=O)O,17,-47,-3,-8,101,-1.5,14,-12,95,0
Fc1ccc(-n2[nH]nnc2=S)cc1N1CCCC1,2,·,1,-14,102,-2.1,-4,-22,115,4
Cc1cc(NO)c(C(C)C)cc1N=O,6,-31,-6,-18,80,-3.0,3,-3,73,7
Cc1sc(NC(=S)NC(=O)CCc2ccccc2)c(C(N)=O)c1C,2,·,14,-25,13,-1.9,33*,5,13,7
CC(C)Sc1cc(N2CCCC2)nc(-c2ccccc2Cl)n1,5,·,-6,-37,82,-0.7,0,10,74,-1
O/N=C(/Cc1ccccn1)c1ccccc1,12,·,7,-9,95,-1.8,6,-7,93,1
CCOC(=O)C(CC(C)C)CP(=O)(O)CNC(=O)OCc1ccccc1 (stereo unspecified),4,9,-2,-42,106,-1.1,-10,-6,101,4
N#C/C(=C\Nc1ccccc1O)c1nc2ccccc2o1,7,·,-11,0,16,-4.8,25,-6,22,0
CCc1cc2c(=O)n(Cc3ccco3)c(SCC(=O)N3CCCc4ccccc43)nc2s1,16,-20,0,-33,60,-1.8,-11,-4,61,-2
CCOC(=O)c1ccc(NC(=O)COc2ccc(-n3cnnn3)cc2)cc1,·,-6,0,-27,86,-1.2,-2,-18,84,1
O=C(CCCN1C(=O)c2ccccc2C1=O)Nc1ccc(Br)cn1,7,-43,0,-55,94,-0.4,-6,0,96,3
Cc1ccc(C2/C(=C(/O)c3ccccc3)C(=O)C(=O)N2CCN2CCOCC2)o1 (stereo unspecified),23,15,·,-17,93,-3.2,4,-4,91,-1
Cc1nnc(NC(=O)C2C3C=CC(O3)C2C(=O)O)s1 (stereo unspecified),29,12,-1,-9,93,0.0,-4,-7,84,1
Cn1c(N)c(C(=O)COC(=O)c2cccs2)c(=O)n(C)c1=O,10,21,0,-82,108,0.6,3,-4,113,2
COc1ccc(Cn2nnnc2C(CC(C)C)N2CCN(c3ccccc3)CC2)cc1 (stereo unspecified),3,·,2,-7,62,-2.2,6,-10,66,14
Clc1ccc(Cn2ccc(-c3ccc4c(c3)OCO4)n2)cc1Cl,10,15,·,-82,93,-2.6,5,-15,95,7
Cc1nc(NC(=O)COC(=O)C(NC(=O)c2ccco2)C(C)C)c(Cl)cc1Cl (stereo unspecified),8,-28,-2,-29,98,-1.4,-14,-13,105,0
CCC(=O)NC(Nc1cc(C)ccn1)(C(F)(F)F)C(F)(F)F,4,-4,0,-40,98,-0.9,5,-9,88,-2

# Further records follow:
SMILES,Measles CPE,E-sel TNF inh,Phagocytosis inh,BB579 growth dn,HCT116 PTEN-null,MRP-1 activ,GALR2 blocker,Yeast lifespan up,HCT116 bCat-KO,NPY Y2 blocker
COc1cc(/C=C2\CC/C(=C\c3cc(OC)c(O)c(OC)c3)C2=O)cc(OC)c1O,4,·,·,4,2.5*,-4.3,58*,1,2.1*,5
COc1cc(/C=C2/SC(=S)N(CC(=O)NC(C)(C)C)C2=O)cc(OC)c1OC,17,·,4,-24,106,-3.0,14,2,91,1
CCOP(=O)(OCC)C(NC(=O)C(F)(F)F)c1ccccc1 (stereo unspecified),8,·,-6,-9,95,1.0,4,3,98,-1
COC(=O)CNc1n[nH]c(=S)[nH]c1=O,11,18,-1,-20,85,-1.0,5,7,97,1
Cc1ccc(NC(=O)CSC2=C(C#N)C(c3ccco3)C3=C(CC(C)(C)CC3=O)N2)cc1 (stereo unspecified),6,-2,-4,-36,50,-4.4,-7,1,66,8
Cc1ccccc1NCC(=O)N/N=C/c1c(C)c(C(=O)c2ccc(Cl)cc2)n2ccccc12,5,·,-7,-60,58,-2.8,-3,8,62,-2
CCCCCCCC(=O)NNC(=O)c1ccc([N+](=O)[O-])cc1,5,24,·,9,103,-2.3,3,-2,99,3
CCOc1cc(C(=O)N(C)c2ccccc2)cc(OCC)c1OCC,4,-21,0,-28,93,-3.9,7,-16,85,4
Cn1cc([N+](=O)[O-])c(C(=O)Nc2cnn(Cc3ccc(F)cc3)c2)n1,2,-13,-3,-21,3.6*,0.4,-1,10,8,4
CCc1ccc(-c2nc(CN3CCC(C(=O)NCc4ccc(F)cc4)CC3)c(C)o2)cc1,·,-20,0,-69,51,-2.0,10,-14,43,6
Cc1ccsc1C(=O)OCC(=O)Nc1c(Cl)cccc1C(F)(F)F,8,14,-1,-41,87,-1.4,3,0,76,3
CC(C)Cn1c(N)c(C(=O)NCC2CCCO2)c2nc3ccccc3nc21 (stereo unspecified),3,14,-1,-37,62,-4.4,0,-27,70,20*
COC(/C=C/Nc1ccc(C)cc1)=C(C#N)C#N,3,21,-1,-26,92,-3.3,11,-8,87,3
CCn1ncc(/C=N\NC(=O)c2cc(-c3ccc(C)cc3C)nc3ccccc23)c1C,7,-8,1,-45,53,-5.7,-15,-15,68,-2
O=S(=O)(Nc1nccs1)c1ccc(Nc2nnc(-c3ccccc3)c3ccccc23)cc1,17,·,-2,-18,83,-0.9,-5,-7,84,-5
CCN(C(=O)CSc1nnnn1-c1ccccc1)c1c(N)n(Cc2ccccc2)c(=O)[nH]c1=O,·,·,-12,-18,91,-0.7,1,7,97,1
COc1cccc(CNC(=O)C2CCN(S(=O)(=O)N3CCCC3)CC2)c1,20,-21,0,-16,99,-1.4,4,-12,85,7
CN(C)S(=O)(=O)c1ccc(C(=O)NNc2nc(-c3ccccc3)c3cc(Br)ccc3n2)cc1,3,4,2,-52,59,-3.1,1,6,64,-4
C=CCn1c(SCC(=O)Nc2c(C)n(C)n(-c3ccccc3)c2=O)nc2scc(-c3ccccc3)c2c1=O,4,18,0,-36,80&78,-1.9,-11,-8,72,5
S=C(Nc1ccc(Cl)cc1Cl)NC1CCN(Cc2ccccc2)CC1,12,·,-7,-26,68,-5.5,12,1,66,2
C/C(=N\OC(=O)c1ccccc1)c1cc(-c2ccc(Cl)cc2)no1,9,-61,·,-30,85,0.0,2,-17,101,1
N/C(=N\OC(=O)Cc1ccc(Cl)cc1)c1ccccn1,12,21,0,-33,101,1.0,11,-4,95,4
CCOc1ccc(C2NC(=O)C(C#N)=C(S)N2c2ccc(C)cc2)cc1OC (stereo unspecified),16,-9,0,-26,83,-1.1,-10,-10,74,0
O=C(NCc1ccccn1)c1ccc(CS(=O)(=O)Cc2ccc(Cl)cc2)o1,10,·,-1,-65,104,-0.8,-3,5,88,2
COc1ccc(-n2ncc3c(Nc4cccc(C)c4)ncnc32)cc1,38*,-17,-2,-24,95,-2.5,2,-6,91,6

# Going on with the list:
SMILES,Measles CPE,E-sel TNF inh,Phagocytosis inh,BB579 growth dn,HCT116 PTEN-null,MRP-1 activ,GALR2 blocker,Yeast lifespan up,HCT116 bCat-KO,NPY Y2 blocker
CCOC(=O)C1CCCN(C(=O)c2ccco2)C1 (stereo unspecified),13,-4,-1,-36,98,-1.9,-2,-5,98,-1
COc1ccc(S(=O)(=O)Nc2ccc3c(c2)OCO3)cc1C(=O)O,15,·,-1,-11,91,-2.0,0,-5,92,-3
O=C(Nc1ccc2c(c1)OCCO2)c1ccc(Cl)c(S(=O)(=O)N2CCCCC2)c1,22,-5,-2,-34,57,-0.5,0,-3,59,3
Cc1ccc(/C=C/C2=NN(Cc3ccccc3Cl)C(=O)CC2)cc1,5,·,-1,-68,93,1.6,-24,-8,98,8
COc1ccccc1C1/C(=C(/O)c2ccccc2)C(=O)C(=O)N1CC(C)O (stereo unspecified),4,7,-1,-21,101,-0.7,-2,3,99,1
Cc1ccc2sc3ccc(NC(=O)c4ccccc4Cl)cc3c(=O)c2c1,1,16,·,-60,65,-1.6,8,-16,62,4
O=C(Nc1ccc2c(c1)CCC2)C1CCN(c2ncccn2)CC1,3,-8,1,-23,84,-0.6,6,-8,83,2
COC(=O)/C=C/c1ccc(OC(=O)OC)c(OC(=O)OC)c1,13,41,-7,-9,94,-3.9,-2,-5,86,2
C/C(Cc1ccccc1)=N\NC(=O)CNC(=O)c1cccc(Br)c1,5,·,-4,-49,109,0.4,0,-2,103,3
O=S(=O)(c1cnccc1N1CCN(/N=C/c2ccc(Br)cc2)CC1)N1CCCCC1,3,18,0,-35,71,-2.4,-1,-14,92,-1
Cc1c(N2C(=O)CS/C2=N\N=C\c2ccccc2O)c(=O)n(-c2ccccc2)n1C,15,-6,-5,-26,103,0.1,2,-8,106,10
CSc1ccc(S(=O)(=O)N2CCN(Cc3ccc4c(c3)OCO4)CC2)cc1,12,-32,0,-34,83,-4.3,6,-14,91,12
CC(C)Oc1ccc(OCCNC2CCCC2)cc1,6,16,-1,-27,94,-2.0,8,-4,94,1
COc1ccc(Cc2nnc(N/N=C/c3ccc(O)cc3O)[nH]c2=O)cc1OC,·,·,-9,23,48,6.0*,-2,2,43,3
Cc1nn(-c2ccccn2)c2nc(-c3cccs3)cc(C(=O)NCc3ccco3)c12,5,1,0,-64,66,-1.6,-8,-11,64,4
Cc1c(-n2cc(C(=O)c3cc(Cl)ccc3O)cc(C#N)c2=O)c(=O)n(-c2ccccc2)n1C,10,-44,-2,-42,99,-0.3,-8,-16,102,-2
O=C(COc1cccc(Cl)c1)N/N=C\c1cc2ccccc2nc1Cl,15,-16,·,-22,94,-2.9,5,-1,90,2
CCN1CCN(C(=O)c2cc3cc4ccc(OC)cc4nc3s2)CC1,2,6,0,-42,114,-0.6,0,3,108,2
COc1cc(NC(=O)c2ccco2)c(C(=O)OCC(=O)c2c[nH]c3ccccc23)cc1OC,0,11,-6,-5,66,-2.0,14,-2,61,0
CS(=O)(=O)N1CCC(C(=O)NCc2ccc(F)cc2Cl)CC1,-1,-17,-1,-18,93,-1.1,4,-12,88,1
CCCCCn1c(CCC(=O)Oc2ccccc2OC)nc2c1c(=O)[nH]c(=O)n2CCCC,21,-1,0,-45,100,-3.9,5,7,90,13
Cc1cc(Cl)ccc1OC(C)C(=O)NCCCCc1ccccc1 (stereo unspecified),14,-5,·,-22,58,-1.0,-5,-11,66,15

# Bioassay records deposited in PubChem by several laboratories.
